BLM helicase inh: inhibitors of human Bloom syndrome helicase BLM. P54132. recombinant BLM DNA unwinding, fluorescence dequenching. Potency, µM (top dose mostly 56.1 µM), without a hit: at the highest dose activity change, negative = inhibition, usual class: inhibitors. 350,000 tested, 0.2% active. AID 2528;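 also: potency is read from the fitted curve at half-maximal effect; plate controls were vehicle for no effect and no enzyme for full effect; nearly all actives have a fitted effect of over 35% in size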
POLB inh: blocks human DNA polymerase beta activity | P06746 | Pol beta primer extension/strand displacement, fluorescence kinetic | Potency, µM (top dose mostly 114 µM), inactives show at the top dose activity change, negative = inhibition, hits mostly inhibitors | 340,000 tested, 1.3% active; also: potency is read from the fitted curve at half-maximal effect; % is scaled to controls: 0 for no effect and ±100 for the full control effect
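Preincubation: enzyme (10 nM) with compound, 15 min, RT. Reaction: substrate added to 50 nM final. Reads: 0 and 10 min. Analysis: normalized, Hill fit.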
Pol eta inh: inhibitors of human DNA polymerase eta. recombinant Pol eta, fluorescent DNA replication assay. Potency, µM (top dose mostly 114 µM), without a hit: at the highest dose activity change, negative = inhibition, usual class: inhibitors. 390,000 tested, 1.2% active. AID 588591; also: potency is read from the fitted curve at half-maximal effect; % is scaled to controls: 0 for no effect and ±100 for the full control effect
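Fluorescent replication assay: 50 nM final substrate added after a 15 min room-temperature compound preincubation with 10 nM enzyme. Signal taken at 0 min and again at 10 min.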
LDHA block: LDHA (human) enzyme inhibition. 480,000 tested, 0.15% active. purified LDHA, NADH/diaphorase-resazurin fluorescence; stronger effect = lower value. activity change, % (values are at about 110 or 230 µM). P00338; in the data active = activity change below about -30%; inconclusive = mostly about -25% to -30%;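 also: plate controls were DMSO wells for no effect and wells without enzyme for full effect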
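Resorufin fluorescence (ex540/em590), read at 0 and 20 min after diaphorase/resazurin addition, reports the NADH left after a 5 min room-temperature reaction of 2 nM human LDH5 with 0.06 mM NADH and 0.2 mM pyruvate.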
POLI inh: inhibitors of human DNA polymerase iota | Q9UNA4 | Pol iota fluorescent replication assay, 10 min | Potency, µM (top dose mostly 115 µM), inactives show at the highest dose activity, negative = inhibition, most hits filed as inhibitors | 390,000 tested, 1% active | AID 588590; also: potency is read from the fitted curve at half-maximal effect
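Pol iota at 10 nM preincubated 15 min with compounds at room temperature; reaction started with fluorescent substrate, 50 nM final. Fluorescence read kinetically at 0 and 10 min; buffer-only wells as negative control.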
APEX1 inh: APE1 (human) endonuclease inhibition. P27695. recombinant APE1, TAMRA/BHQ-2 abasic DNA cleavage fluorescence. Potency, µM (highest dose often 65.8 µM), inactives show top-dose activity change, negative = inhibition, usual class: inhibitors. 350,000 tested, 0.35% active. AID 2517;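 also: potency is read from the fitted curve at half-maximal effect; plate controls were vehicle for no effect and reference inhibitor for full effect; nearly all actives have a fitted effect of over 55% in size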
Target sequence (P27695 whole entry, looked up): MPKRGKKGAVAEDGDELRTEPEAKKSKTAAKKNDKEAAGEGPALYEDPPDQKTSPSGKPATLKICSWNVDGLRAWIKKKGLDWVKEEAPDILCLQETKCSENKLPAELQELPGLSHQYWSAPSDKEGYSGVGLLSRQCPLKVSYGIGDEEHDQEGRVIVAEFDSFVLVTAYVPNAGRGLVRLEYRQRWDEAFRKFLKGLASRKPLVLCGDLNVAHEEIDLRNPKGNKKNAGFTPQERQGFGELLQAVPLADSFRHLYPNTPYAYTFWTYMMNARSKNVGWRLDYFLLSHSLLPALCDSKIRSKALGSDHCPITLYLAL
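Readout is kinetic fluorescence (ex 525, em 598 nm) from cleavage of 50 nM TAMRA/BHQ-2 THF abasic duplex by 0.75 nM APE1, compound added 15 min beforehand at RT.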
Pol kappa inh: inhibitors of human DNA polymerase kappa | Q9UBT6 | 400,000 tested, 0.53% active | purified Pol kappa, fluorescent DNA synthesis assay, 10 min | Potency, µM (doses to about 107 µM), for inactives: at the top dose activity, negative = inhibition, most hits filed as inhibitors; also: potency is read from the fitted curve at half-maximal effect; % is scaled to controls: 0 for no effect and ±100 for the full control effect
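First, compounds were pin-transferred onto 10 nM Pol kappa. After 15 min at room temperature, substrate was added to 50 nM final. Fluorescence was then measured kinetically at 0 and 10 min.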
Apoferritin bind: candidate novel general anesthetic via apoferritin binding. 350,000 tested, 0.074% active. apoferritin/1-aminoanthracene competitive binding, fluorescence. P02791. Potency, µM (titrated, usually from 77.5 µM), for the others: at the highest dose activity change, negative = displacement, most hits filed as inhibitors; also: potency is read from the fitted curve at half-maximal effect; % is scaled to controls: 0 for no effect and ±100 for the full control effect; nearly all actives have a fitted effect of over 20% in size
Target sequence (P02791 2-175 limits assumed): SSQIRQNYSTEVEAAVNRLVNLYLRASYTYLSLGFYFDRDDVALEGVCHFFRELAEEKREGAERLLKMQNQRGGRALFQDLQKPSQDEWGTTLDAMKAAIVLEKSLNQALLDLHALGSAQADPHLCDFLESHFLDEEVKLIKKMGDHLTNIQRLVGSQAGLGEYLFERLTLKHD
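Horse-spleen apoferritin (10 uM) was mixed with 50% saturated 1-aminoanthracene in PBS, exposed to compounds for 10 min at room temperature, and read for fluorescence (ex 380 nm, em 535 nm). Competitive displacement was fitted with a four-parameter Hill equation.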
Glioma ERSR ind: induces the endoplasmic reticulum stress response in human glioma cells | U87-MG GRP78 promoter luciferase reporter, 16 h | Potency, µM, for inactives: at the top dose activation, usual class: activators | 420,000 tested, 0.02% active | AID 602332; also: potency is read from the fitted curve at half-maximal effect; series mostly up to about 76 µM; % of control where 0% means no effect; nearly all actives have a fitted effect of over 35% in size
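Stably transfected U87-MG human glioma cells carrying a GRP78-based luminescent sensor were seeded at 1000 cells/well, pin-dosed with compounds and incubated 16 h. Luciferase reagent was then added, and end-point luminescence was read after 10 min at room temperature.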
Starred values were filed as active, the others as inactive; u = inconclusive; x = no result given; & = joins results of further samples; [ ] = another dose, or the depositor's remark. Unless noted, calls follow the shape of the dose curve; as a rule, active = well fitted curve in the direction sought with a large enough effect; inconclusive = small, poorly fitted or top-dose-only effect, or another doubt; inactive = no such curve, though single readings can be large; an effect the other way counts as inactive or inconclusive.

SMILES | BLM helicase inh | POLB inh | Pol eta inh | LDHA block | POLI inh | APEX1 inh | Pol kappa inh | Apoferritin bind | Glioma ERSR ind
NC(=O)c1ccccc1NC(=O)C(c1ccccc1)c1ccccc1 | x | x | -11% | 0 | -18% | x | -1% | x | -3%
Cc1ccccc1N1CCN(C(=O)c2ccccc2NC(=O)/C=C\C(=O)O)CC1 | -2% | -2% | -8% | -3 | -1% | 26% | -21% | -6% | -7%
C[C@H](NC(=O)Nc1ccccc1F)C(=O)O | -1% | 25% | -9% | 2 | -6% | 19% | 6% | 2% | -1%
COc1ccc(C(C)=O)cc1COC(=O)c1cc2ccccc2cc1O | -4% | -10% | -9% | 0 | -7% | 40% | -2% | 6% | -4%
CC(C)CSc1nc2ccccc2n1CC(=O)O | -3% | 0% | 1% | -9 | 24% | 4% | -6% | -5% | -8%
CCCCCn1c(=O)c(C(=O)OCC)c(Cl)c2ccccc21 | -6% | 1% | -23% | 4 | 44%[activator] | -3% | -7% | -4% | -4%
CCc1n[nH]c2c1/C(=N\O)CC(C)(C)C2 | -2% | 1% | -15% | -10 | 9% | 1% | -6% | -9% | -6%
CCOC(=O)/C(C#N)=C1/C=CN(c2ccccc2)C=N1 | -3% | -13% | -8% | 0 | 0% | u | -7% | 64%[activator] | 1%
CCOC(=O)C1=C(C)N(C)C(=O)NC1c1c(OC)ccc2ccccc12 (stereo unspecified) | -2% | 28% | -13% | -3 | 90%[activator] | -14% | 2% | 1% | -3%
Cc1ccc(C)c(NC(=O)CCC(=O)N/N=C/c2ccc[nH]2)c1 | -4% | -9% | -11% | 1 | 21% | 0% | -8% | u | -6%
CCN1C(=O)C(Cc2nc3ccccc3c(=O)n2-c2cccc(C)c2)c2ccccc21 (stereo unspecified) | -2% | 6% | x | -6 | 20% | x | -21% | -13% | x
CN(C)CC1CCCCC1OC(=O)c1ccc(Cl)cc1Cl (stereo unspecified) | -5% | 11% | -11% | 2 | 12% | -3% | -6%[60.1 µM] | -9% | -2%
O=[N+]([O-])c1cccc(COc2ccccc2CN2CCOCC2)c1 | x | x | -6% | -1 | 21% | x | 0% | x | -4%
Cc1ccc(-c2nc3ncccc3o2)cc1NC(=O)c1cccs1 | -15% | u | 0% | -1 | 30% | -1% | 12% | -19% | 1%
O=C(c1ccc(N2CCCC2=O)cc1)N1CCN(c2ccccc2O)CC1 | x | x | -5% | -11 | u | 0% | -11% | x | -1%

Reprinted from the part before: 2 compounds, followed by the next part.
SMILES | BLM helicase inh | POLB inh | Pol eta inh | LDHA block | POLI inh | APEX1 inh | Pol kappa inh | Apoferritin bind | Glioma ERSR ind
Cc1ccc(-c2nc3ncccc3o2)cc1NC(=O)c1cccs1 | -15% | u | 0% | -1 | 30% | -1% | 12% | -19% | 1%
O=C(c1ccc(N2CCCC2=O)cc1)N1CCN(c2ccccc2O)CC1 | x | x | -5% | -11 | u | 0% | -11% | x | -1%
COC(=O)c1ccccc1OC(=O)c1cc2ccccc2oc1=O | -9% | 21% | -9% | -14 | -9% | 10% | -12% | 4% | 1%
CCOc1ccc(-c2cc3c(=O)n(CC(=O)NCc4ccccc4)ccn3n2)cc1 | -17% | u | x | -8 | 1% | x | -6%[60.1 µM] | 9% | x
COc1cccc(CNC(=O)c2cc3n(n2)CCCN(Cc2ccc(C)cc2)C3=O)c1OC | -4% | 1% | -2% | 1 | 8% | x | -1%[60.1 µM] | -7% | -2%
COc1ccc(CC(=O)NCCc2csc(-c3ccc(C(F)(F)F)cc3)n2)cc1 | 3% | -10% | -5% | 1 | -25% | x | -1%[60.1 µM] | u | -3%
CCC(C(=O)OCC(=O)Nc1ccc(C(=O)Nc2ccc(OC)cc2)cc1)c1ccccc1 (stereo unspecified) | -1% | 10% | -10% | 0 | 94%[activator] | -3% | -13% | -12% | 0%
Cc1cc(C(=O)CN2C(=O)NC(c3ccccc3)(c3ccccc3)C2=O)c(C)n1Cc1ccco1 | -5% | u | -2% | -9 | 24% | -1% | -23% | -1% | -8%
CC1CCN(S(=O)(=O)c2ccc3c(ccn3CC(=O)O)c2)CC1 | 3% | -19% | -16% | -1 | 9% | 45% | 16% | -1% | -4%
COc1ccc(OC)c(NC(=O)COC(=O)c2c(C)noc2C)c1 | x | x | -21% | -8 | 27% | -6% | 0% | x | -3%
CCOc1ccc(-c2cccc(NS(=O)(=O)c3ccc(C)s3)c2)nn1 | -2% | 5% | -12% | 3 | 40%[activator] | x | -5%[60.1 µM] | -19% | -3%
Cc1ccc2oc(C(=O)NCCCN3CCOCC3)c(C)c2c1 | 0% | 35% | -15% | -10 | 18% | 25% | -21% | -8% | -4%
CCOC(=O)c1ccc(N2CCN(C(=O)c3ccccc3)CC2)c(NC(=O)c2ccco2)c1 | 1% | 2% | -18% | -7 | 43%[activator] | 13% | 2% | -20% | 0%
Cn1nccc1NS(=O)(=O)c1ccc(NC(=O)C(F)(F)F)cc1 | -2% | -2% | -8% | -6 | 17% | -1% | -6% | 2% | -6%
CCOC(=O)C1CCN(C(=O)c2cc(COc3ccc(F)cc3F)on2)CC1 | -6% | -18% | -7% | -1 | 24% | 6% | -9% | -23% | 0%
CCCN(CC1CC1)C(=O)COc1ccccc1C(=O)NCc1ccccc1 | 0% | 4% | -14% | -2 | 4% | -5% | -2% | -21% | -6%
CC(C)c1ccc(C2NC(C(=O)O)CS2)cc1 (stereo unspecified) | 0% | 0% | -8% | -3 | -5% | 1% | 4% | -5% | -2%
CN(CC(=O)NCC(=O)Nc1ccc(F)cc1)CC(=O)Nc1ccc(Cl)c(C(F)(F)F)c1 | x | x | -21% | 5 | -4% | x | -13% | x | 0%
Cc1nc(-c2cccc(NS(=O)(=O)c3ccccc3)c2)cs1 | -3% | -3% | -15% | 4 | -5% | 4% | 1% | -20% | 1%
Cn1c(=O)c2sccc2n2c(CCCC(=O)Nc3ccc(Cl)cc3)nnc12 | 1% | 1% | -9% | -1 | 24% | x | -7%[60.1 µM] | -13% | -3%
N=C1SCC(=O)N1c1ncc(Cc2cccc(Cl)c2)s1 | -5% | 0% | -12% | -5 | 71%[activator] | -1% | -16% | -16% | u
CCNC(=S)SCCOc1ccc(C)cc1 | -7% | 1% | -16% | -11 | 6% | -6% | -5% | u | -2%
CCOC(=O)c1cnc2nc(SCc3ccccc3Cl)[nH]n2c1=O | x | x | 17% | -3 | u | x | -23% | x | -2%
O=C(NCCCNc1ccc([N+](=O)[O-])cc1Cl)c1ccccc1F | -1% | -16% | -8% | -11 | 52%[activator] | -1% | 3% | u | 1%
Cc1cccc(NC(=S)NCCc2ccccc2)n1 | -7% | 81% | -14% | 0 | 46%[activator] | -2% | -9% | -15% | 5%
CC(C)c1ccc(NC(=O)c2cc(S(=O)(=O)N3CCCCC3)cn2C)cc1 | 2% | -2% | 3% | 8 | 16% | x | -12%[60.1 µM] | 11% | -2%
O=c1c2ccccc2ncn1Cc1ccccc1 | 1% | 2% | -1% | -9 | u | 2% | -7% | -8% | -4%
Cc1nc(SCC#N)c2c3c(sc2n1)CCC3 | 1% | 29% | -13% | -10 | 21% | 1% | -7% | -11% | -4%
CO[C@H]1C[C@@H]2CC[C@@H](C)[C@@](O)(O2)C(=O)C(=O)N2CCCC[C@H]2C(=O)O[C@H](C(C)C[C@H]2CC[C@@H](O)[C@H](OC)C2)CC(=O)[C@H](C)/C=C(\C)[C@@H](O)[C@@H](OC)C(=O)[C@H](C)C[C@H](C)/C=C/C=C/C=C/1C (stereo partly specified) | x | x | x | x | x | 0% | -7%[19.4 µM] | 0% | -3%
S=C1SCN(CCN2CCOCC2)CN1Cc1ccccc1 | -1% | 29% | 3% | -3 | 35%[activator] | 1% | -2% | -6% | -5%
CCCc1cc(-n2cnc3ccccc32)n2c(nc3ccccc32)c1C#N | -11% | -1% | 1% | -9 | 5% | 1% | -11% | -3% | -1%
COc1ccc(C)cc1S(=O)(=O)N1CCN(S(=O)(=O)c2cc(C)ccc2OC)C(C)C1 (stereo unspecified) | -4% | -21% | -3% | -2 | u | -1% | -17% | -15% | -2%
Cc1c(C2(O)CCCCC2)[nH]c2cc(C(F)(F)F)ccc12 | x | x | u | 2 | -21% | 11% | -2% | x | -9%
COc1ccc(COCCN2CCN(S(=O)(=O)c3ccc(C)cc3)CCC2=O)cc1 | 3%[75.6 µM] | -24% | -5% | -8 | -4% | u | -10%[60.1 µM] | -9%&-3% | -6%&-4%
CCOC(=O)C1CCN(C(=O)c2n[nH]c(=O)c3ccccc23)CC1 | 0% | 4% | 6% | 0 | 1% | -7% | -8% | -6% | -2%
CNC(=O)c1c(NC(=O)c2cc(=O)c3ccccc3o2)sc2c1CCC2 | 0% | 5% | -5% | 0 | -19% | x | -6%[60.1 µM] | -1% | -3%
CC(C)(C)CC(=O)Nc1nnc(-c2cccs2)s1 | -1% | -8% | -16% | -2 | -4% | 2% | -10% | 4% | 6%
COc1ccc(C)cc1NS(=O)(=O)c1ccc2c3c(cccc13)C(=O)N2 | -3% | 0% | -7% | -2 | u | x | -21% | 0% | -5%
Cc1ccc(C(c2sc3nc(-c4ccco4)nn3c2O)N2CCOCC2)cc1 (stereo unspecified) | 1% | 6% | -7% | 2 | 16% | x | -2%[60.1 µM] | -5% | -3%
COc1ccc(-c2ccc3c(c2)C2CC3CCN2S(=O)(=O)c2ccccc2C)cc1 (stereo unspecified) | x | x | -16% | -5 | -10% | x | -9% | x | -4%
O=c1[nH]c(CSc2nnc(NCCCN3CCOCC3)s2)nc2cc(Cl)ccc12 | 2% | 14% | 0% | 0 | 7% | 17% | -1% | -16% | -4%
COc1cccc(C2CC(=O)Nc3c2c(=O)nc2c(C)cccn32)c1 (stereo unspecified) | -3% | -2% | -9% | -2 | 15% | x | 3% | -5% | -4%

Screens as filed in PubChem BioAssay.

Not all compounds are listed; count on the stated rates, not on these rows.
